Growth percent in the NCI-60 one-dose screen (48 h, 10 µM unless noted): 100 = growth as untreated, 0 = no growth, -100 = all killed.
KM12 – KM12 colon cancer cells | hit rate 5% among 82,000 | AID 1794800
SNB-75 – SNB-75 CNS cancer; AID 1794750; hit rate 5% among 79,000
HCC-2998 – HCC-2998 colon cancer. hit rate 4.7% among 79,000. AID 1794799
HT29 – HT29 colon cancer; hit rate 7.4% among 81,000
SF-539 – SF-539 CNS cancer. hit rate 6.8% among 81,000
SF-268 – SF-268 CNS cancer cells; hit rate 3.1% among 82,000; AID 1794759
SNB-19 – SNB-19 CNS cancer cells | AID 1794751 | hit rate 2.5% among 81,000
SW-620 – SW-620 colon cancer; AID 1794795; hit rate 5.2% among 82,000
SF-295 – SF-295 CNS cancer cells; hit rate 5.6% among 79,000
Numbers without * were called inactive; . = no result given; & = joins results of further samples; [ ] = remark or other dose. Rule for the calls: active = growth percent below 10; inactive = the rest.

The first five compounds, ahead of the listing:
SMILES	KM12	SNB-75	HCC-2998	HT29	SF-539	SF-268	SNB-19	SW-620	SF-295
CC(=O)NCC(=O)N1[C@@H]2CC[C@H]1c1ccc(Nc3ncc(C(F)(F)F)c(NC4CCC4)n3)cc12	3.6*[2.5 µM]	20[2.5 µM]	.	14[2.5 µM]	11[2.5 µM]	39[2.5 µM]	74[2.5 µM]	16[2.5 µM]	60[2.5 µM]
Cc1ccc(OCC(=O)O)c(C)c1	98	96	107	90	103	101	99	107	102
C=CCn1c(SC/C(=N\O)c2ccccc2)nnc1-c1cc(-c2ccc(Cl)cc2)nc2ccccc12	31	73	66	22	64	43	65	50	45
O=C(NNC(=O)c1cccc2ccccc12)c1cccc(F)c1	107	87	104	101	97	109	98	106	116
COC(=O)C1(O)NC(=C(C#N)C#N)C(C#N)=C1C(=O)c1ccc(OC)cc1 (configuration not stated)	100	76	103	100	95	100	96	98	104

Main list, from the start:
SMILES	KM12	SNB-75	HCC-2998	HT29	SF-539	SF-268	SNB-19	SW-620	SF-295
CC(=O)NCC(=O)N1[C@@H]2CC[C@H]1c1ccc(Nc3ncc(C(F)(F)F)c(NC4CCC4)n3)cc12	3.6*[2.5 µM]	20[2.5 µM]	.	14[2.5 µM]	11[2.5 µM]	39[2.5 µM]	74[2.5 µM]	16[2.5 µM]	60[2.5 µM]
Cc1ccc(OCC(=O)O)c(C)c1	98	96	107	90	103	101	99	107	102
C=CCn1c(SC/C(=N\O)c2ccccc2)nnc1-c1cc(-c2ccc(Cl)cc2)nc2ccccc12	31	73	66	22	64	43	65	50	45
O=C(NNC(=O)c1cccc2ccccc12)c1cccc(F)c1	107	87	104	101	97	109	98	106	116
COC(=O)C1(O)NC(=C(C#N)C#N)C(C#N)=C1C(=O)c1ccc(OC)cc1 (configuration not stated)	100	76	103	100	95	100	96	98	104
CCCCC[n+]1ccc(SCC(=O)N(C)c2ccc(Cl)cc2)c2ccccc21	104	126	111	97	104	124	99	104	98
CCN1CCN(C(=O)[C@]23CC[C@@H](C)[C@H](C)[C@H]2C2=CC[C@@H]4[C@@]5(C)C/C(=C/c6ccc(C(F)(F)F)cc6)C(=O)C(C)(C)[C@@H]5CC[C@@]4(C)[C@]2(C)CC3)CC1	97	84	102	106	102	92	98	99	100
Cc1ccc(C(C)(C)O)cc1	102	105	103	100	109	109	102	105	96
O=C(CSc1nnc(-c2cc(-c3ccc(Cl)cc3)nc3ccccc23)n1-c1ccccc1)Nc1ccc(C(=O)/C=C/c2ccc(Cl)cc2)cc1	106	88	111	110	108	103	94	106	102
COC(=O)C1(CC(=O)c2cccs2)NC(=S)NC(=O)C1C#N (configuration not stated)	106	179	112	127	96	106	101	121	101
COc1ccc2oc(=O)cc(-c3nnc(N)o3)c2c1	94	97	103	89	90	94	99	79	99
CCC1(CC)C(=O)NC(=Nc2ccccc2)N(c2ccccc2)C1=O	104	89	88	104	97	103	103	110	114
C(=N\Nc1nc(-c2ccccc2)cs1)/c1ccc2c(c1)Cc1ccccc1-2	88	94	111	103	106	108	97	99	103
Cc1cc2nc(-c3ccccc3Br)n3c(=O)cc(C)n3c2cc1C	112	90	107	101	108	109	102	102	92
Cc1ccccc1C(C)(O)c1cnc(C)n1Cc1ccccc1 (configuration not stated)	104	77	109	102	113	119	96	99	110
CCN(CC)Cc1cc(Oc2ccc(O)c(CN(CC)CC)c2)ccc1O	108	56	98	80	94	102	100	100	88
N#CC(C#N)=Cc1nc(C2CCN(S(=O)(=O)c3ccc(F)cc3)CC2)n2ccccc12	99	91	113	107	86	52	87	102	107
O=C(O)C(O)c1ccccc1 (configuration not stated)	99	95	103	115	94	99	108	107	107
CCCCCCN(C)Cc1ccc(OCCOc2ccc(CN(C)CCCCCC)cc2)cc1	-19*	29	-88*	1.3*	14	45	28	-70*	-52*
COC(=O)C[C@](O)(CCCC(C)C)C(=O)O[C@@H]1C(OC)=C[C@]23CCC(=O)N2CCc2cc4c(cc2[C@H]13)OCO4	102	95	111	108	101	97	95	102	98
S=C(N/N=C/c1cc(Cl)cc(Cl)c1)NC12CC3CC(CC(C3)C1)C2	105	46	115	50	69	65	94	74	35
O=C(NO)c1ccc(CNC(=O)[C@H]2Cc3c([nH]c4ccccc34)[C@H](c3ccccc3)N2)cc1	31	52	17	20	34	40	39	-44*	18
c1cnc2[nH]c3cc4c(cc3c2c1)OCO4	101	97	103	96	98	98	93	112	105
Cc1ccc(-n2nc(C(=O)O)c(N3CCOCC3)n2)cc1	103	83	104	106	107	100	103	102	95
CNCc1c(O)ccc2ccccc12	101	104	98	84	101	104	104	96	100
O=[N+]([O-])c1ccc(/C=C/C2(CCl)OCCO2)cc1	104	.	98	93	104	115	96	86	.
COCC(O)CN1CCN(C)CC1 (configuration not stated)	110	89	122	101	98	114	103	105	103
CCc1ccc(C2=C/C(=C/c3ccc(Br)cc3)C(=O)N2CCc2ccc(S(N)(=O)=O)cc2)cc1	100	52	103	101	95	84	93	95	100
O=C1c2cccc3c(-c4ccc(Cl)cc4)ccc(c23)C(=O)N1c1nc2ccccc2s1	95	102	100	105	102	91	83	99	105
O=C(CSc1nccc(=O)[nH]1)Nc1ccc(-c2nc3ccccc3[nH]2)cc1	86	122	116	109	99	115	103	116	115
NC(=O)NC(CCl)NC(N)=O	104	82	111	92	97	99	.	96	96
CCOc1cc(/C=N\NC(=O)CCCC(=O)N/N=C/c2ccc(O)c(OCC)c2)ccc1O	103	95	116	.	.	102	102	98	109
CCOC(=O)c1cc(C)n(-c2ccc(C(=O)O)cc2)c1C	95	130	133	38	105	92	94	64	91
CCC[S+](CCC)CC(=O)c1ccc(-c2ccccc2)cc1	98	91	97	81	96	97	101	95	101
CC(C)OC(=O)CC#N	104	93	111	104	90	113	103	100	.
COc1ccc(C2c3c(c4cc(Cl)ccc4[nH]c3=O)Oc3ncn4nc(-c5ccco5)nc4c32)cc1 (configuration not stated)	100	65	106	107	92	96	100	96	100
Cn1cnc([N+](=O)[O-])c1/C=C1\Oc2ccc(Br)cc2C1=O	94	88	101	84	104	90	90	83	88
Fc1ccc(Nc2csc(Nc3cnccn3)n2)cc1Cl	97	80	116	104	94	90	100	101	91
Cc1ccc(S(=O)(=O)CC(=O)c2cc3ccccc3oc2=O)cc1	104	73	104	102	95	99	100	97	99
COc1ccc2c(c1)CCCC21C(=O)Nc2c(Cl)cccc21 (configuration not stated)	61	41	88	21	73	76	83	43	.
COC(=O)C1CC=C(C)CC1 (configuration not stated)	113	103	102	141	90	112	116	106	109
COC(=O)[C@]12CC[C@@H](C)[C@H](C)[C@H]1[C@]13O[C@H](C1=O)[C@@H]1[C@@]4(C)CC[C@H](OC(C)=O)C(C)(C)[C@@H]4CC[C@@]1(C)[C@]3(C)CC2	94	82	106	91	89	97	99	104	103
CC1(/C=N/NC(N)=O)NC(=O)NC1=O (configuration not stated)	103	88	96	101	105	100	95	111	106
O=C(CSc1nnc(-c2ccccc2)o1)Nc1ccc(C(=O)/C=C/c2ccc(Cl)cc2)cc1	98	86	103	88	97	89	85	95	97
Nc1ccc(S(=O)(=O)NCCO)cc1[N+](=O)[O-]	106	99	102	112	115	104	114	103	105
COc1ccc(C(=O)N2NC(=O)/C(=C/c3c(C)nn(-c4ccccc4)c3Cl)N=C2c2ccccc2)cc1	93	.	113	81	97	85	80	103	70
CC(=O)N1N=C(c2ccc(Nc3nc(Nc4ccc(F)cc4)nc(Nc4ccc(Cl)cc4)n3)cc2)CC1c1cccc([N+](=O)[O-])c1 (configuration not stated)	104	87	94	94	111	98	84	110	97
O=c1oc2ccc(Cl)cc2c(=O)n1-c1cc(C(F)(F)F)cc(C(F)(F)F)c1	-31*	-36*	5.8*	1.9*	-5.7*	3.7*	13	6.8*	-65*
Nc1ccc(S(=O)(=O)Nc2cccc(C(F)(F)F)c2)cc1	103&118	98	79&103	89&111	90&110	95&119	107&100	102&106	105&98
NC(=NCCCCCCN=C(N)/N=C(\N)Nc1ccc(Cl)cc1)/N=C(\N)Nc1ccc(Cl)cc1	-12*	-7.2*	15	7.9*	0.2*	21	14	23	-9.1*
Cc1cccc2c3c(sc12)C(c1ccc(Cl)cc1)c1c(nc(-c2ccc(Cl)cc2)[nH]c1=O)O3 (configuration not stated)	89	67	114	107	96	90	96	101	104
NC(=O)NC(=O)/C=C\C(=O)OCCc1ccccc1	103	98	102	100	95	101	103	110	99
COc1cc(/C=C2\C(=O)Nc3ccc(Br)cc32)cc(OC)c1OC	48	36	68	24	86	84	81	36	69
CCN(CC)CCCC(C)Nc1ncnc2ccc(OC)cc12 (configuration not stated)	99	91	107	106	101	99	110	101	98
CCOc1ccc2nc(C)cc(Nc3cccc(O)c3)c2c1	95	105	114	92	78	106	86	85	56
O=C(c1cc2cccnc2n1-c1ccc(Cl)c(Cl)c1)N1CC(F)C1	98	94	100	102	100	95	98	100	101
NS(=O)(=O)c1ccc(-n2c(SCC(=O)Nc3ccc(S(=O)(=O)Nc4ccc(Cl)nn4)cc3)nc3ccccc3c2=O)cc1	102	89	98	108	94	101	101	98	105
CC[C@H]1c2ccccc2[C@@H](C(=O)O)N(C(C)=O)c2ccccc21	110	104	118	109	116	113	114	107	113
CCn1c(Sc2nnc(NC(C)=O)s2)nc2c1c(=O)n(C)c(=O)n2C	106	90	92	104	92	91	97	96	98
O=C1NN(C(=O)c2ccccc2)C(c2ccc(Cl)c(Cl)c2)=C/C1=C\c1ccc([N+](=O)[O-])cc1	52	65	45	101	90	75	59	43	89

(further entries)
SMILES	KM12	SNB-75	HCC-2998	HT29	SF-539	SF-268	SNB-19	SW-620	SF-295
COC1CC(C)C(Cl)C(C)C1/C=C/C(=O)O (configuration not stated)	98	101	103	103	114	96	109	109	104
O=C1CS/C(=N/S(=O)(=O)c2ccc(NNc3c4ccccc4nc4ccccc34)cc2)N1c1ccccc1	93	104	109	94	97	94	95	94	94
O=C1NC(=S)S/C1=C\c1ccccc1Br	97&110	92&87	113&93	111&113	101&98	99&102	95&97	110&107	92&104
COc1cc(/C=N/NC(=O)c2cnn3c2NC(c2ccccc2)C3)ccc1OCc1ccccc1 (configuration not stated)	2.2*	26	33	-36*	-53*	20	19	-1.0*	-48*
CC/C=C\C[C@H](O)C/C=C1/C(=O)C=C[C@@H]1C/C=C\CCCC(=O)O	42	89	58	48	59	81	65	50	96
COc1ccc(/C(Cl)=C(\CNc2ccccn2)c2ccccc2)cc1OC	111	106	109	97	109	115	100	86	105
COc1ccc(C(=O)c2cc3c(N)c(C(=O)Nc4cccc(Br)c4C)sc3nc2C)cc1	11	-17*	18	-1.1*	-15*	23	43	23	22
O=C(O)CC1(CC(=O)O)CCCCC1	113	101	111	103	123	102	110	110	118

Taken from above.
COC(=O)C1(CC(=O)c2cccs2)NC(=S)NC(=O)C1C#N (configuration not stated) in KM12 is entered as 106
NC(=NCCCCCCN=C(N)/N=C(\N)Nc1ccc(Cl)cc1)/N=C(\N)Nc1ccc(Cl)cc1 in KM12 is entered as -12*
Fc1ccc(Nc2csc(Nc3cnccn3)n2)cc1Cl in SNB-19 is entered as 100

Bioassay records (PubChem)
